Bioassay records as filed in PubChem.
NPR2 activator = human GC-B receptor activators, primary screen, HEK293 GC-B cells, cGMP TR-FRET, EC30 CNP | 0% at EC30 CNP, 100% saturating CNP | activation, % at 10 µM | actives 0.11% (n = 370,000);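 active means activation at 10 µM reaching about 35% in either raw or pattern-adjusted values, limit read from the data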
MBD2 inh = inhibitors of MBD2 binding to methylated DNA, primary screen, biochemical, TR-FRET, DNA-binding domain, human; MBD2 binding to methylated oligonucleotide; actives 0.31% (n = 370,000); AID 686964, 2013; inhibition, % at 4.4 µM; in the data active means inhibition above about 13%
rCAG binder = binders of r(CAG) RNA repeats, primary screen, biochemical, fluorescence | actives 1.3% (n = 370,000) | r(CAG) RNA repeat, TO-PRO-1 dye displacement fluorescence | AID 651821, 2012 | inhibition, % at 3 µM;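 active means inhibition above the plate cutoff, the mean of all test compounds on that plate plus 3 SD, cut at about 35% in these data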;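 further: 0% = DMSO alone and 100% = 100 µM mitoxantrone as full dye displacement; higher means more dye released from RNA so lower well fluorescence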
TDP2 absorb = human TDP2 enzyme inhibitors, primary screen, biochemical, epi absorbance, recombinant enzyme. Tyrosyl-DNA phosphodiesterase 2 (Homo sapiens), O95551. T5PNP hydrolysis, p-nitrophenol absorbance 415 nm. inhibition, % at 12.8 µM. actives 0.34% (n = 370,000). AID 720702, 2013;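 active means inhibition above the mean of all tested compounds plus 3 SD, set per campaign, cut at about 25% in these data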;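 further: 0% = DMSO with enzyme and 100% = buffer with substrate but no TDP2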
Target sequence (O95551 whole entry, looked up): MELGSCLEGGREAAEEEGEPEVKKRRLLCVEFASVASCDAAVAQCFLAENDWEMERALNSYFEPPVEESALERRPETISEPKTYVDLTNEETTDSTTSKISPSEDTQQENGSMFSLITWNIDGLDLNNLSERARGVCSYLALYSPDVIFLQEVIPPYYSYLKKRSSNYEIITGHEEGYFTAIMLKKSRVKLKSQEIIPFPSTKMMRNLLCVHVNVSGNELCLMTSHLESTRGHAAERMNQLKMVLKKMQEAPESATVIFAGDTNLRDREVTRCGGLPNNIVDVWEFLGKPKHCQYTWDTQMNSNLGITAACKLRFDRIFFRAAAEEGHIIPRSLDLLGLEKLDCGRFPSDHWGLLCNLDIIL
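Test system: human TDP2 enzyme; Input: 120 nM TDP2 per well; Buffer or medium: Mg2+-containing Tris-HCl buffer, pH 7.5; Reagent: 5 mM T5PNP; Dosing: 12.8 µM single point, 1% DMSO; Incubation: reaction 2 h, 37 °C; Detection: p-Nitrophenol epi absorbance; Read-out: % inhibition relative to enzyme-containing and enzyme-free wells; Replicates: single well per compound.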
PRMT1 inh = PRMT1 methyltransferase inhibitors, primary screen, biochemical, fluorescence polarization | recombinant PRMT1, activity-based probe fluorescence polarization | inhibition, % at 2.79 µM | Protein arginine N-methyltransferase 1 (Homo sapiens), Q99873 | actives 1.3% (n = 370,000);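 active means inhibition above about 21% made by adding two undisclosed values, limit read from the data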
Target sequence (Q99873 whole entry, looked up): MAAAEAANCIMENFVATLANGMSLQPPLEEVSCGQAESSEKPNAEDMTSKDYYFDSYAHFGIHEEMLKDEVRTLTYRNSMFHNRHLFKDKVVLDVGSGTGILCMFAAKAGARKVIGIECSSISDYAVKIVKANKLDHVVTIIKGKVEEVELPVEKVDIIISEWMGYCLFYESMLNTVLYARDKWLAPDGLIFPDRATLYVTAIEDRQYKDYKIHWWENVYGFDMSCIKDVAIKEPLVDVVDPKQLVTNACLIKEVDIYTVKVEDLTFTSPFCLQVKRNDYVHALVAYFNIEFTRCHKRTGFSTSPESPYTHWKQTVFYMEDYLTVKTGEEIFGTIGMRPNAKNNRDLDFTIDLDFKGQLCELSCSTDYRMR
HTRA1 inhibitor = HTRA1 serine protease inhibitors, primary screen, biochemical, fluorescence polarization, HTS; AID 504803, 2011; Q92743; actives 0.5% (n = 340,000); recombinant HTRA1, FP-rhodamine activity-based probe; inhibition, % at 5.96 µM; in the data active means inhibition above about 36%;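 further: 0% = enzyme with DMSO and 100% = wells lacking enzyme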
mABHD4 FP = ABHD4 inhibitors, primary screen, biochemical, fluorescence polarization, mouse; purified mABHD4, FP-Rh probe fluorescence polarization; AID 720543, 2013; actives 0.54% (n = 370,000); inhibition, % at 8.92 µM;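 active means inhibition exceeding the mean over every tested compound plus 3 SD, cut at about 30% in these data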;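 further: 0% = plate median of compound wells and 100% = S159A mutant with DMSO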
Target sequence (Q8VD66 whole entry, looked up): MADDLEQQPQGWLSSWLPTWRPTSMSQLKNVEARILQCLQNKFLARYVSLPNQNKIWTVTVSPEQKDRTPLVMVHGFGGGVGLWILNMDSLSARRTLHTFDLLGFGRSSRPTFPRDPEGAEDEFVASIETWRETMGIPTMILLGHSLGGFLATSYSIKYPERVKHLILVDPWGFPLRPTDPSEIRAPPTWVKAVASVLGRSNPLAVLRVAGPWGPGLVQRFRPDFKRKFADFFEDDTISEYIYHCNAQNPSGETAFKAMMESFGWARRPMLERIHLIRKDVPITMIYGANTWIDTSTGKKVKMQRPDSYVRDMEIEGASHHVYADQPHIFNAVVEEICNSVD
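Assay system: mABHD4 protein; medium: HEPES pH 7.0, NaCl, Pluronic buffer; dosing: 8.92 µM, single dose; schedule: 45 min + 60 min at 25 °C; signal: FP readout, ex 525 nm / em 598 nm; read-out: normalized percent inhibition of probe labeling; repeats: single replicate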
TCR CD3 inh = inhibitors of human TCR-CD3 interaction, primary screen, biochemical, fluorescence, TAMRA-labeled TCR probe; T-cell receptor (TCR); inhibition, % at 9.4 µM; actives 0.37% (n = 360,000); AID 651800, 2012; in the data active means inhibition above about 19%;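 further: recombinant mutant TCR 2C K166C tagged with TAMRA read by polarization; 0% = receptor in buffer alone and 100% = receptor with positive control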
SIAE primary = human SIAE inhibitors, primary screen, biochemical, fluorescence polarization, FP-Rh probe, 1536-well HTS | SIAE FP-Rh probe binding | actives 0.69% (n = 370,000) | AID 1053197, 2014 | inhibition, % at 9.66 µM | Sialate O-acetylesterase (Homo sapiens), Q9HAT2;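 active means inhibition above a cutoff: mean of compounds within the control limits plus 3 SD of those, cut at about 17% in these data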;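 further: 0% = plate median of compound wells and 100% = probe without SIAE protein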
LEDGF integ inh = blockers of LEDGF/p75-dependent integrase strand transfer – biochemical, TR-FRET, high throughput, primary screen | HIV-1 integrase (with human LEDGF/p75) | TR-FRET IN-LEDGF/p75 DNA integration, Eu/Cy5 | inhibition, % at 3.7 µM | actives 0.64% (n = 370,000);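 active means inhibition above the screen-wide mean plus 3 SD, cut at about 13% in these data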;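 further: signal is the Cy5 over europium emission ratio at 671 and 618 nm; 0% = plate median of compound wells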
* hit, by the source's call. A portion of the library, so the mix of outcomes need not match the whole.

Screening CCCCC(=O)Nc1ccc(C(=O)NNC(=S)NC(=O)c2cccs2)cc1 returned NPR2 activator -0.7, MBD2 inh -3.2, rCAG binder 27.6, TDP2 absorb 3.1, PRMT1 inh -1.4, HTRA1 inhibitor -5.8, mABHD4 FP -0.7, TCR CD3 inh 8.0, SIAE primary 4.5 and LEDGF integ inh -3.4.
For COc1ccc(/C=N/Nc2ccc(C(F)(F)F)cc2[N+](=O)[O-])cc1 the results were NPR2 activator 4.2, MBD2 inh 1.6, rCAG binder 0.5, TDP2 absorb 1.2, PRMT1 inh 0.1, HTRA1 inhibitor 4.8, mABHD4 FP 1.7, TCR CD3 inh 10.8, SIAE primary 3.5 and LEDGF integ inh -0.4.
For COc1ccccc1CNC(=O)[C@H](C)NC(=O)C1CCN(C(=O)[C@@H](N)Cc2ccccc2)CC1 the results were NPR2 activator 3.6, MBD2 inh -1.2, rCAG binder -1.0, TDP2 absorb -9.5, PRMT1 inh 1.0, HTRA1 inhibitor -2.7, mABHD4 FP -1.3, TCR CD3 inh 4.2, SIAE primary -2.1 and LEDGF integ inh -1.9.
For C/C(=N\NC(=O)c1sccc1C)c1ccncc1 the results were NPR2 activator 3.8, MBD2 inh -1.1, rCAG binder 1.6, TDP2 absorb -3.2, PRMT1 inh -2.1, HTRA1 inhibitor -1.6, mABHD4 FP -3.9, TCR CD3 inh 3.1, SIAE primary -3.7 and LEDGF integ inh -0.5.
For Cc1oc2cc(O)ccc2c(=O)c1-c1nncn1-c1ccccc1 the results were NPR2 activator -1.7, MBD2 inh 0.6, rCAG binder -40.7, TDP2 absorb -2.1, PRMT1 inh 52.3*, HTRA1 inhibitor 2.9, mABHD4 FP 25.2, TCR CD3 inh 25.1*, SIAE primary 4.0 and LEDGF integ inh 1.8.
For COc1ccc(Cl)cc1NC(=O)NCc1ccc2c(c1)OCO2 the results were NPR2 activator -2.2, MBD2 inh 0.9, rCAG binder 2.9, TDP2 absorb 15.7, PRMT1 inh -2.2, HTRA1 inhibitor -2.2, mABHD4 FP 0.1, TCR CD3 inh 2.5, SIAE primary 7.4 and LEDGF integ inh 2.3.
`COc1ccccc1NS(=O)(=O)c1cc(NC(=O)C(C)NC(N)=O)ccc1N1CCCC1` (stereo unspecified) gave NPR2 activator 0.2, MBD2 inh -5.6, rCAG binder 10.4, TDP2 absorb 6.2, PRMT1 inh 19.2, HTRA1 inhibitor 7.8, mABHD4 FP 6.8, TCR CD3 inh 5.4, SIAE primary 3.9 and LEDGF integ inh -0.6.
Cc1cc(Cn2nc(C(=O)NCc3cccc(Br)c3)cc2-c2ccccc2)on1 was read as NPR2 activator 0.2, MBD2 inh -5.8, rCAG binder -1.7, TDP2 absorb 0.8, PRMT1 inh 3.4, HTRA1 inhibitor -39.6, mABHD4 FP -9.1, TCR CD3 inh 0.1, SIAE primary -1.8 and LEDGF integ inh 4.3.
For Cc1cccc(NC(=S)N2CCN(c3ccccc3)CC2)c1 the results were NPR2 activator -0.9, MBD2 inh -0.6, rCAG binder -1.7, TDP2 absorb 8.7, PRMT1 inh -1.4, mABHD4 FP -0.2, TCR CD3 inh -1.2, SIAE primary 0.6 and LEDGF integ inh -1.7.
Screening COc1ccc2nc(CCN(C)C(=O)C3CCC(=O)N(Cc4cccc(F)c4)C3)[nH]c2c1 (stereo unspecified) returned NPR2 activator 3.1, MBD2 inh -7.5, rCAG binder -0.4, TDP2 absorb -7.0, PRMT1 inh 0.6, HTRA1 inhibitor 0.9, mABHD4 FP 0.7, TCR CD3 inh 1.3, SIAE primary 10.8 and LEDGF integ inh -0.8.
For COC(=O)C1=CN(Cc2cccs2)C=C(C(=O)OC)C1c1cccc(O)c1 the results were NPR2 activator -0.6, MBD2 inh -6.1, rCAG binder 2.0, TDP2 absorb -4.1, PRMT1 inh -1.2, HTRA1 inhibitor -0.8, mABHD4 FP -2.8, TCR CD3 inh -4.9, SIAE primary -0.9 and LEDGF integ inh -2.5.
For CCc1nc2ccc(C(=O)N3CCN(c4ccccc4)CC3)cn2c1N(CCC(C)C)CCN(C)C the results were NPR2 activator -11.7, MBD2 inh 4.3, rCAG binder -3.2, TDP2 absorb 4.3, PRMT1 inh 1.4, mABHD4 FP 2.4, TCR CD3 inh -0.8, SIAE primary 0.9 and LEDGF integ inh -2.1.
`Cc1nc2nc(N)nc(OCc3ccccc3)c2nc1C` gave NPR2 activator 5.2, MBD2 inh -6.5, rCAG binder 5.8, TDP2 absorb -6.4, PRMT1 inh 0.2, mABHD4 FP 6.6, TCR CD3 inh 5.1, SIAE primary -4.0 and LEDGF integ inh -5.1.
For COc1cc(NC(=S)NCc2cccnc2)c(OC)cc1Cl the results were NPR2 activator 4.0, MBD2 inh -1.5, rCAG binder 0.1, TDP2 absorb 5.2, PRMT1 inh -0.1, HTRA1 inhibitor 3.9, mABHD4 FP -3.0, TCR CD3 inh 7.7, SIAE primary 6.1 and LEDGF integ inh 79.5*.
For CC1CCCC(NC(=O)c2ccc(CNc3c(N4CCCC4)c(=O)c3=O)cc2)C1C (stereo unspecified) the results were NPR2 activator -0.4, MBD2 inh 1.9, rCAG binder 2.6, TDP2 absorb -0.2, PRMT1 inh -1.2, HTRA1 inhibitor 1.0, mABHD4 FP 2.4, TCR CD3 inh -0.1, SIAE primary 6.2 and LEDGF integ inh 5.8.

Reprinted at random: 3 compounds from above.
For COC(=O)C1=CN(Cc2cccs2)C=C(C(=O)OC)C1c1cccc(O)c1 the results were NPR2 activator -0.6, MBD2 inh -6.1, rCAG binder 2.0, TDP2 absorb -4.1, PRMT1 inh -1.2, HTRA1 inhibitor -0.8, mABHD4 FP -2.8, TCR CD3 inh -4.9, SIAE primary -0.9 and LEDGF integ inh -2.5.
Cc1cc(Cn2nc(C(=O)NCc3cccc(Br)c3)cc2-c2ccccc2)on1 was read as NPR2 activator 0.2, MBD2 inh -5.8, rCAG binder -1.7, TDP2 absorb 0.8, PRMT1 inh 3.4, HTRA1 inhibitor -39.6, mABHD4 FP -9.1, TCR CD3 inh 0.1, SIAE primary -1.8 and LEDGF integ inh 4.3.
`Cc1nc2nc(N)nc(OCc3ccccc3)c2nc1C` gave NPR2 activator 5.2, MBD2 inh -6.5, rCAG binder 5.8, TDP2 absorb -6.4, PRMT1 inh 0.2, mABHD4 FP 6.6, TCR CD3 inh 5.1, SIAE primary -4.0 and LEDGF integ inh -5.1.

Carrying on:
`Cc1c(F)cccc1NC(=O)CSCC(=O)Nc1ccccc1` gave NPR2 activator -1.2, MBD2 inh -3.5, rCAG binder -0.1, TDP2 absorb -5.5, PRMT1 inh -2.6, HTRA1 inhibitor -0.2, mABHD4 FP -4.9, TCR CD3 inh 3.2, SIAE primary 3.0 and LEDGF integ inh -4.3.
For COc1ccc(C2C(C(C)=O)=C(O)C(=O)N2c2nccs2)cc1OC (stereo unspecified) the results were NPR2 activator -0.4, MBD2 inh 0.2, rCAG binder 1.0, TDP2 absorb 5.1, PRMT1 inh 1.6, HTRA1 inhibitor 4.3, mABHD4 FP 6.8, TCR CD3 inh 1.8, SIAE primary -1.0 and LEDGF integ inh -0.5.
COc1cccc(NC(=O)COC(=O)c2ccccc2SCC(=O)N2CCCC2)c1 was read as NPR2 activator -3.7, MBD2 inh -2.8, rCAG binder 1.6, TDP2 absorb -13.9, PRMT1 inh 0.7, HTRA1 inhibitor -6.6, mABHD4 FP -3.9, TCR CD3 inh 3.5, SIAE primary -2.5 and LEDGF integ inh -4.8.
`CCN(CC)C(=O)C1=C(C)N(CCC2=CCCCC2)C(=O)C(CC(=O)NCCc2ccccn2)C1` (stereo unspecified) gave NPR2 activator -2.9, MBD2 inh -8.6, rCAG binder -1.2, TDP2 absorb -9.2, PRMT1 inh -7.2, HTRA1 inhibitor 5.4, mABHD4 FP -6.3, TCR CD3 inh 9.8, SIAE primary -2.1 and LEDGF integ inh 3.0.
O=C(O)CC(c1ccc(Cl)cc1)n1cccc1 (stereo unspecified) was read as NPR2 activator -0.2, MBD2 inh 0.9, rCAG binder -0.8, TDP2 absorb 7.4, PRMT1 inh 0.7, HTRA1 inhibitor 1.0, mABHD4 FP 4.5, TCR CD3 inh 6.6, SIAE primary 14.3 and LEDGF integ inh -0.3.
`COc1ccc(-n2nc3c(c2NC(=O)COc2ccccc2)CS(=O)(=O)C3)cc1` gave NPR2 activator -7.7, MBD2 inh -2.6, rCAG binder -3.1, TDP2 absorb 5.2, PRMT1 inh -2.1, HTRA1 inhibitor 1.3, mABHD4 FP -0.6, TCR CD3 inh 10.4, SIAE primary -0.3 and LEDGF integ inh -0.4.
CCc1ccc(CCNC(=O)OCCCN2CCC3(CCC(c4ccccc4)CC3)C2=O)cc1 (stereo unspecified) was read as NPR2 activator 0.4, MBD2 inh 7.1, rCAG binder 6.5, TDP2 absorb -0.7, PRMT1 inh 5.4, mABHD4 FP -13.0, SIAE primary 3.7 and LEDGF integ inh 3.3.
Screening O=C(COC(=O)CNC(=O)c1ccco1)NCCN1C(=O)CSC1=O returned NPR2 activator 9.7, MBD2 inh -5.8, rCAG binder -2.1, TDP2 absorb 9.4, PRMT1 inh 1.3, HTRA1 inhibitor 2.9, mABHD4 FP 5.4, TCR CD3 inh 2.5, SIAE primary 0.8 and LEDGF integ inh 0.9.
Screening COc1ccc(CCN2CC(C(=O)NCc3cn(C)nc3C)CCC2=O)cc1 (stereo unspecified) returned NPR2 activator -0.5, MBD2 inh 7.5, rCAG binder 0.3, TDP2 absorb -0.3, PRMT1 inh 2.4, HTRA1 inhibitor 8.9, mABHD4 FP 3.6, TCR CD3 inh 1.6, SIAE primary 5.3 and LEDGF integ inh -1.2.
`CCOc1ccc(NS(=O)(=O)c2cc(C(=O)NCCCN3CCCC3=O)ccc2C)cc1` gave NPR2 activator -2.2, MBD2 inh -3.9, rCAG binder 1.4, TDP2 absorb 6.0, PRMT1 inh -1.8, HTRA1 inhibitor -5.0, mABHD4 FP 0.0, TCR CD3 inh 2.7, SIAE primary 1.4 and LEDGF integ inh 0.1.
For CN(Cc1ccccc1)C(=O)c1ccc(NC(=O)Cc2cccc(NC(=O)C3CCCN(C(=O)C4CCCCC4)C3)c2)cc1 (stereo unspecified) the results were NPR2 activator -6.7, MBD2 inh -0.8, rCAG binder 13.0, TDP2 absorb -10.0, PRMT1 inh 2.0, HTRA1 inhibitor -44.4, mABHD4 FP -19.2, TCR CD3 inh -3.3, SIAE primary -10.3 and LEDGF integ inh 3.4.
